High-throughput results: PubChem, several laboratories
ABCB1 block – inhibitors of human ABCB1 transporter, ABCG2 counter-screen | P08183 | CCRF-Adr cells, JC-1 efflux, flow cytometry | inhibition, % at 6.6 µM | hit rate 0.067% among 190,000; in the data active = inhibition above about 40%;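 note: 0% = vehicle and 100% = reference inhibitor; higher value means more JC-1 retained so stronger ABCB1 efflux block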
RGS4-Gao reg – modulates binding of RGS4 to human Galphao | Multiplexed bead flow cytometry; actives lie on both sides | binding response (% of control), % at 10 µM | hit rate 0.33% among 220,000; in the data active = binding response below about 49% or above about 150%; inactive = in between;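 note: fluorescent Galphao activated with aluminum fluoride binding bead-coupled RGS4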
Target sequence (P09471 whole entry, looked up): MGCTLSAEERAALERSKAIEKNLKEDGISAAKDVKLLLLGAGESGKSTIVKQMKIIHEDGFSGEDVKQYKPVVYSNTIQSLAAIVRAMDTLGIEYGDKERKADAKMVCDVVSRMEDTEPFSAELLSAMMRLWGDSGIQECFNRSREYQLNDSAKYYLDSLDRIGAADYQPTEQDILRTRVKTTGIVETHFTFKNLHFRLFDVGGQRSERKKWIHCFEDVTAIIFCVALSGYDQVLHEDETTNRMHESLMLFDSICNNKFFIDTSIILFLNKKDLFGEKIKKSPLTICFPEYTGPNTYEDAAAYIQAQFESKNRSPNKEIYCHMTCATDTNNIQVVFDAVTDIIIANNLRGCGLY
Mcl1-Noxa inh – disrupts binding of human Mcl-1 to Noxa peptide; Q07820; inhibition, % at 21.7 µM; AID 1022; hit rate 1.5% among 220,000; TR-FRET Mcl-1/Noxa peptide binding, 2 h;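 active = compounds that cut the protein-peptide binding signal by more than 50% relative to plate controls in a single-dose test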;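 note: His-tagged Mcl-1 with rhodamine Noxa BH3 peptide and terbium anti-His antibody; 0% = Mcl-1 plus Noxa peptide wells and 100% = peptide-only wells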
Mcl-1 Bim block – inhibitors of Bim-Mcl-1 interaction, human; Bead-based flow cytometry, Bim peptide-Mcl-1 binding; inhibition, % at 10 µM; hit rate 0.1% among 190,000; AID 1009; in the data active = inhibition above about 40%;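 note: 0% = no compound tracer wells and 100% = peptide blocker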
Pf gamet viab – inhibitors of late stage P. falciparum gametocyte viability; P. falciparum stage V gametocytes, ATP luminescence, 24 h; inhibition, % at 10.9 µM; hit rate 0.065% among 150,000; AID 743093;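 active = inhibition above the mean plus 3 SD of compounds within the control limits, set per campaign, cut at about 38% in these data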;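 note: 0% = DMSO wells and 100% = medium only without gametocytes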
ABCG2 block – human ABCG2 inhibition, ABCB1 as counter-screen; inhibition, % at 6.6 µM; Q9UNQ0; IgMXP3 cells, JC-1 efflux, flow cytometry; hit rate 0.1% among 190,000;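 active = inhibition above 80%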;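 note: 0% = DMSO and 100% = nicardipine control wells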
Target sequence (Q9UNQ0 whole entry, looked up): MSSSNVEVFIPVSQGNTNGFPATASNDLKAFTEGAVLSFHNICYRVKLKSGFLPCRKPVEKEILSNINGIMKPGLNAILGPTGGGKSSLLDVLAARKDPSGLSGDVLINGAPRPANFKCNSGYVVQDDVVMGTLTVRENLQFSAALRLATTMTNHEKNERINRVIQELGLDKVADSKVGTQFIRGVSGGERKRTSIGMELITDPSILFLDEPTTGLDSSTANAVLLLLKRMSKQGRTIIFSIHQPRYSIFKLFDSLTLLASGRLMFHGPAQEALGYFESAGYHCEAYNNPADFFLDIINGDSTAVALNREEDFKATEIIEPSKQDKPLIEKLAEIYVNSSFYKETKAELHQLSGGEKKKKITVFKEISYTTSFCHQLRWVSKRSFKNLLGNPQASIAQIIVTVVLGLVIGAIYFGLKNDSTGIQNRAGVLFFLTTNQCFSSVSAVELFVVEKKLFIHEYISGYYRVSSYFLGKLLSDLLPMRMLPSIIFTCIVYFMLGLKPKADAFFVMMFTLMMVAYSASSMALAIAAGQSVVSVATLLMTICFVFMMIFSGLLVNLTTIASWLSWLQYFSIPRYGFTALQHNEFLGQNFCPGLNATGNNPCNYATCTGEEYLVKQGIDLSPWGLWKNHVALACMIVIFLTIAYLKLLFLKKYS
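Test system: ABCG2 IgMXP3 and barcoded ABCB1 CCRF-Adr cell mix; Schedule: cells with compound and JC-1, 10 min at 25 °C, rotating, no wash; Technique: flow cytometry of retained JC-1 fluorescence; Measure: % inhibition of efflux relative to nicardipine and DMSO; Controls: nicardipine high and DMSO low controls.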
GSH fluor – GSH bead compound fluorescence profile. fluorescence (KMESF) at 10 µM. AID 1776. hit rate 0.25% among 190,000. GSH beads flow cytometry, compound fluorescence 488/530 nm; hits give high values; in the data active = fluorescence above about 89;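 note: glutathione beads carrying GST-tagged Bcl family fusion proteins plus one bare bead set; values are compound well signal with DMSO vehicle wells as background; inactives centre near 16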
RGS7-Gao – human RGS7-Galphao interaction regulation; Multiplexed bead flow cytometry, RGS7-Galphao binding; actives lie on both sides; binding response (% of control), % at 10 µM; hit rate 0.35% among 220,000; in the data active = binding response below about 49% or above about 150%; inconclusive = no clear call, values can overlap the other calls; inactive = in between;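 note: fluorescent Galphao held in activated GDP-AlF4 state binding bead-coupled RGS7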
RGS8-Gao reg – modulates binding of RGS8 to human Galphao. AID 1423. multiplexed bead flow cytometry; actives lie on both sides. response (percent of control binding), % at 10 µM. hit rate 0.34% among 220,000; in the data active = response below about 60% or above about 140%; inactive = in between;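 note: Galphao activated as the GDP aluminium fluoride complex binding bead-coupled RGS8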
Mcl1 Bid PPI – disrupts binding of human Mcl-1 to Bid peptide; Q07820; TR-FRET Mcl-1/Bid-Dy647 peptide binding, 1536-well; inhibition, % at 21.7 µM; hit rate 0.97% among 220,000; AID 1021;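 active = compounds that cut the binding signal by more than half at the single screening dose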;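 note: His-tagged Mcl-1 with europium anti-His antibody binding Bid BH3 peptide; 0% = Mcl-1 plus peptide wells and 100% = peptide-only wells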
Avidin fluor – compound fluoresces at 488/530 nm on avidin beads; compound fluorescence 488/530 nm, flow cytometry; hits give high values; fluorescence (KMESF) at 10 µM; hit rate 0.38% among 220,000; AID 1775; in the data active = fluorescence above about 47; note: inactives centre near 10
* = called active by the depositor; ? = inconclusive; · = not tested or not shown; [ ] = dose if it differs, or a comment.

SMILES | ABCB1 block | RGS4-Gao reg | Mcl1-Noxa inh | Mcl-1 Bim block | Pf gamet viab | ABCG2 block | GSH fluor | RGS7-Gao | RGS8-Gao reg | Mcl1 Bid PPI | Avidin fluor
O=C(CCCn1c(=S)[nH]c2cc3c(cc2c1=O)OCO3)N1CCN(C2CCCCC2)CC1 | 0.9 | 101 | 39 | -7 | · | 4 | 52 | 101 | 101 | -118 | 7
Cc1ccc(C(=O)OCCc2c(C)[nH]n(-c3ccccc3)c2=O)cc1 | 0.0 | 99 | -2 | 0 | · | 0 | 12 | 98 | 101 | -58 | 35
COc1ccc(N(CC(=O)NCCC2=CCCCC2)S(=O)(=O)c2ccccc2)cc1OC | 4.5 | 100 | 7 | -2 | 17 | 6 | 16 | ? | 99 | -46 | 8
Cc1ccc(NC2=NCC(=O)N2C2CCCC2)c(C)c1 | 1.2 | 98 | 27 | -4 | -6 | 3 | 15 | 100 | 104 | 17 | 7
N#Cc1c(N)nc2c(c1N)CC(CCl)O2 (centres undefined) | -1.0 | 100 | 29 | 3 | 1 | -4 | 3 | 99 | 102 | -27 | 13
COc1ccc(Cn2nnnc2C(CC(C)C)N2CCC(C(N)=O)CC2)cc1 (centres undefined) | 1.4 | 99 | 3 | -4 | · | 5 | 13 | 99 | 100 | -6 | 9
N#CC(C#N)=C1c2cc(S(=O)(=O)NCCO)ccc2-c2ccc(S(=O)(=O)NCCO)cc21 | · | 98 | -15 | · | -7 | · | · | ? | 95 | -32 | 5
Cc1cc2cc(CN(CC3CCCO3)C(=S)Nc3ccccc3)c(=O)[nH]c2cc1C (centres undefined) | 1.1 | 107 | -8 | 2 | 0 | 5 | 7 | 108 | 109 | -79 | 11
O=c1cc(C(F)(F)C(F)F)oc2ccccc12 | -0.1 | · | -12 | -2 | -25 | 1 | 39 | · | · | -25 | ·
CCCCCC(=O)N1CC2(CC(c3cccc(NC(=O)COc4ccc(Cl)cc4)c3)=NO2)C[C@@H]1C(N)=O (some centres undefined) | · | 106 | 13 | · | · | · | · | ? | 102 | 5 | 12
CCN(CC)C(=S)NC(=O)c1ccc(F)cc1 | 0.2 | 102 | 18 | 0 | -9 | 0 | 18 | ? | 104 | -14 | 8
Cc1noc(C)c1COC(=O)/C=C/c1ccccc1Cl | -0.3 | 100 | 11 | 0 | · | 0 | 15 | 102 | 101 | -23 | 11
CN(C(=O)c1ccc2c(c1)C(=O)N(CCC1=CCCCC1)C2=O)C1CCCCC1 | 1.9 | 105 | 7 | -2 | · | 5 | 26 | 105 | 102 | -12 | 6
COc1ccc(NC(=O)c2cnc(C)cn2)c2ncccc12 | 0.7 | 88 | 16 | -3 | · | 6 | 14 | 102 | 101 | -31 | 15
CC(=O)c1c(C)nc2ccccc2c1N | 3.9 | 103 | 15 | -1 | 2 | 1 | 13 | 108 | 101 | -32 | 14
CCOC(=O)Cc1csc(NC(=O)c2c(O)c3ccccc3n(CC(C)C)c2=O)n1 | · | 104 | -60 | 0 | -2 | · | 18 | 103 | 103 | -40 | 5
O=C(O)CCCNC(=O)/C(=C\C=C\c1ccccc1)NC(=O)c1ccccc1Cl | 0.0 | 96 | 26 | -2 | -13 | 0 | 11 | 99 | 100 | -19 | 24
CCC1CCc2c(sc(NC(C)=O)c2C#N)C1 (centres undefined) | 0.4 | 103 | -6 | -4 | -16 | 3 | 5 | 100 | 97 | -19 | 12
CC(=O)N1N=C(c2ccc(C)o2)CC1c1cccc(F)c1 (centres undefined) | 0.0 | 96 | 1 | -1 | 0 | 0 | 17 | 92 | 95 | -47 | 3
S=C(NCCc1ccccn1)Nc1ccc(Cl)cc1 | 0.1 | 99 | 11 | -9 | 16 | 48 | 10 | 99 | 102 | -45 | 23
Cc1ccc(CSc2nc3nc(C)cc(C)c3c(=O)[nH]2)cc1 | 0.4 | 98 | 3 | 0 | -20 | 7 | 13 | 103 | 99 | -4 | 16
COc1ccc(NC2CC(=O)N(CCc3ccccc3)C2=O)cc1 (centres undefined) | 1.8 | 102 | 8 | -2 | 8 | 15 | 19 | 98 | 102 | -18 | 6
Cn1cc(Br)cc2nc(C(F)(F)F)nc1-2 | 0.2 | 100 | -13 | 0 | -15 | 0 | 32 | 103 | 100 | 0 | 18
O=C(O)Cc1ccc(NC(=O)C2CCCCC2C(=O)O)cc1 (centres undefined) | 0.2 | 101 | 17 | 0 | · | 1 | 18 | 100 | 99 | 5 | 7
O=C(Nc1ccccn1)c1ccc([N+](=O)[O-])cc1Cl | 0.3 | 100 | 2 | -3 | -11 | 2 | 18 | 97 | 100 | 94* | 12
SMILES | ABCB1 block | RGS4-Gao reg | Mcl1-Noxa inh | Mcl-1 Bim block | Pf gamet viab | ABCG2 block | GSH fluor | RGS7-Gao | RGS8-Gao reg | Mcl1 Bid PPI | Avidin fluor
O=C(COc1nncc2ccccc12)Nc1ccc(F)c(F)c1 | 0.2 | 93 | -8 | 4 | -18 | 0 | 8 | 96 | 98 | -15 | 26
Cc1ccc(NC(=O)CCS(=O)(=O)c2cccc3nonc23)cc1 | 0.2 | 102 | 11 | -3 | -2 | 2 | 15 | 95 | 100 | -9 | 12
O=C(N/N=C/c1ccc2c(c1)OCO2)C(=O)Nc1ccc2ccccc2c1 | -0.1 | 98 | 14 | 1 | 8 | -1 | 25 | 99 | 101 | -5 | 11
CC(C)(CO)NC(=O)CC1C(=O)NCCN1Cc1ccc(-c2ccccc2)cc1 (centres undefined) | -0.1 | 105 | 1 | -6 | 24 | 1 | 55 | 104 | 105 | -16 | 9
CCN(CC)CCCN(C(=O)c1cccs1)c1nc(-c2ccc(OC)cc2)cs1 | 1.6 | 110 | -1 | 1 | · | 7 | 4 | 112 | 106 | -22 | 8
O=C(N/N=C/c1ccc([N+](=O)[O-])o1)c1ccncc1 | · | 105 | 20 | · | -15 | · | · | ? | 104 | -13 | 7
COc1ccccc1CN(CC(=O)NCc1ccco1)C(=O)CNS(=O)(=O)c1ccc(C)cc1 | 0.9 | 93 | 10 | 0 | 10 | 2 | 13 | 99 | 98 | -35 | 17
CCOC(=O)c1c(C)n(OCc2ccccc2)c2ccc3nonc3c12 | 1.5 | 98 | 8 | -3 | · | 15 | 29 | 101 | 99 | 11 | 8
Cn1c(=O)c2c(nc(CN3CCN(C(=O)c4ccco4)CC3)n2CCCc2ccccc2)n(C)c1=O | -1.8 | 99 | -2 | 0 | · | -3 | 19 | 103 | 102 | -15 | 8
Cc1ccccc1-c1nc(CN2CCCC(C(=O)NCCCN3CCOCC3)C2)c(C)o1 (centres undefined) | 0.7 | 99 | -8 | -1 | 34 | 2 | 14 | 101 | 102 | -27 | 8
Cn1c(SCC(N)=O)nnc1C1CCN(S(=O)(=O)c2ccccc2C(F)(F)F)CC1 | 0.0 | 100 | 5 | -4 | · | -3 | 25 | 99 | 100 | -4 | 26
COc1cc(/C=N/NC(=O)C(C)n2nnc3ccccc32)ccc1O (centres undefined) | 0.2 | 103 | 9 | -1 | · | 1 | 23 | 102 | 100 | -53 | 10
CCc1ccc(NC(=O)CSc2ccccn2)cc1 | 0.2 | 94 | 12 | -1 | 21 | 3 | 17 | 96 | 101 | -20 | 10
CSc1ccc(Cl)c(C(=O)NCCOc2cc(C)ccc2C(C)C)c1 | 1.6 | 99 | 13 | -1 | · | 8 | 8 | 99 | 101 | -1 | 7
O=c1cc(O)nc[nH]1 | · | 96 | 4 | · | 20 | · | · | ? | 98 | -66 | 7
CCn1c(SCC(=O)Nc2nc3ccc(C)cc3s2)nc2c(c1=O)SC(C)C2 (centres undefined) | 0.4 | 112 | 29 | -1 | · | 1 | 24 | 158*[activator] | 101 | 56* | 117*
CC(C)c1ccc(/C=C/C(=O)O)cc1 | · | 94 | -26 | · | -13 | · | · | ? | 99 | 10 | ·
CCC(CC)C(=O)N(c1ccc(F)cc1)C1C=CS(=O)(=O)C1 (centres undefined) | -5.5 | 96 | 10 | 4 | · | -6 | 27 | 97 | 100 | -15 | 14
CC1(C)CC(=O)C(Br)=C(O)C1 | 0.4 | 105 | -4 | -2 | 11 | 15 | 16 | ? | 100 | -16 | 11
COCCNC(=S)N/N=C(\C)c1ccc(-n2ccnc2)cc1 | 1.0 | 101 | 6 | -7 | 7 | 37 | 23 | 100 | 100 | -13 | 13
Cn1c(SCc2nc3ccccc3n2CCO)nc2ccccc21 | 1.9 | 103 | 0 | 0 | · | 10 | 24 | 105 | 102 | -12 | 18
COCCn1c(C)cc(C(=O)COc2ncnc3ccc(Br)cc23)c1C | 4.3 | 103 | 5 | 0 | -8 | 13 | 14 | 106 | 102 | -56 | 15
COC(=O)[C@H]1C[C@@H]1[C@H](NC(=O)c1ccccc1)c1ccccc1 | 0.7 | 98 | 12 | -5 | -36 | -9 | 19 | 101 | 95 | 1 | 6
CCOC(=O)N1CCC(NC(=O)CN2C(=O)COc3ccc(C(C)(C)C)cc32)CC1 | 1.2 | 93 | 26 | -3 | · | 5 | 31 | 92 | 95 | -61 | 13
COc1ccc(C2NC(=O)c3sc4nc(C)c(C(C)=O)c(-c5ccc(Cl)cc5)c4c3N2)cc1 (centres undefined) | 1.7 | 97 | -43 | -1 | · | 5 | 17 | 97 | 98 | -26 | 14

A different layout for three compounds above.
Value order – ABCB1 block, RGS4-Gao reg, Mcl1-Noxa inh, Mcl-1 Bim block, Pf gamet viab, ABCG2 block, GSH fluor, RGS7-Gao, RGS8-Gao reg, Mcl1 Bid PPI, Avidin fluor
> CC(C)(CO)NC(=O)CC1C(=O)NCCN1Cc1ccc(-c2ccccc2)cc1 (centres undefined)
 : -0.1, 105, 1, -6, 24, 1, 55, 104, 105, -16, 9
> CCOC(=O)c1c(C)n(OCc2ccccc2)c2ccc3nonc3c12
 : 1.5, 98, 8, -3, ·, 15, 29, 101, 99, 11, 8
> COCCn1c(C)cc(C(=O)COc2ncnc3ccc(Br)cc23)c1C
 : 4.3, 103, 5, 0, -8, 13, 14, 106, 102, -56, 15

Going on with the list:
SMILES | ABCB1 block | RGS4-Gao reg | Mcl1-Noxa inh | Mcl-1 Bim block | Pf gamet viab | ABCG2 block | GSH fluor | RGS7-Gao | RGS8-Gao reg | Mcl1 Bid PPI | Avidin fluor
CC(=O)N1CCc2cc(S(=O)(=O)CCC(=O)N3CCN(C(=O)c4ccco4)CC3)ccc21 | 1.7 | 88 | -6 | 0 | · | -5 | 16 | 93 | 81 | -20 | 4
FC(F)(F)Oc1ccc(-c2cn3cccnc3n2)cc1 | · | 91 | 3 | · | -13 | · | · | ? | 97 | -28 | 5
COc1ccc2c(c1)c1ncn(CCCN3CCOCC3)c(=O)c1n2C | 0.4 | 101 | 8 | 0 | -47 | 2 | 16 | 102 | 106 | -11 | 7
CCOc1ccc(NC(=O)CC2NCCNC2=O)cc1 (centres undefined) | -0.3 | 115 | 8 | -1 | 16 | 0 | 23 | 111 | 126 | -29 | 4
CCN(CC)CCOc1c(C)cccc1Cl | 1.1 | 104 | 20 | -1 | -5 | 4 | 11 | 104 | 105 | 23 | 26
O=C(N/N=C/c1ccco1)C1CC1c1ccccc1 (centres undefined) | -0.3 | 100 | 7 | 5 | 9 | -1 | 10 | 102 | 101 | -17 | 14
